RECQ1 inh = inhibitors of human RECQ1 DNA helicase; 240,000 tested, 0.54% active; Potency, µM (series often up to 57.3 µM), for the others: top-dose activity, negative = inhibition, most hits filed as inhibitors; P46063; RECQ1 DNA unwinding, red fluorescence kinetic read; AID 2549;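 also: plate controls were vehicle for no effect and no enzyme for full effect; nearly all actives have a fitted effect of over 30% in size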
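50 nM RECQ1T1 preincubated 15 min with compound in Tris pH 8.0 buffer with MgCl2, DTT, Tween-20 and 2.5 ug/ml poly(dI-dC); started with 200 nM TAMRA/BHQ-2 forked duplex and 2 mM ATP. Unwinding read as fluorescence (525/598 nm), two reads 2 h apart.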
Tau fibril ThT = tau fibrillization inhibition (ThT binding). P10636. recombinant tau K18 P301L, heparin-induced fibrillization, ThT fluorescence. Potency, µM (titrated, usually from 57.4 µM), without a hit: at the highest dose activity, negative = inhibition, actives largely listed as inhibitors. 270,000 tested, 2.1% active. AID 1460; also: % is scaled to controls: 0 for no effect and ±100 for the full control effect; nearly all actives have a fitted effect of over 55% in size
Target sequence (P10636 561-689 P618L limits assumed): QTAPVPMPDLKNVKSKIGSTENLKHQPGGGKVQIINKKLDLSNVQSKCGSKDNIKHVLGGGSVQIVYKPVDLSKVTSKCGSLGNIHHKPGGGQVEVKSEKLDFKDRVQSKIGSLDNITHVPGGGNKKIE
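Fibril formation assay: tau K18 P301L at 15 uM with trace Alexa 594 label, heparin inducer 20 uM, pH 7 sodium acetate buffer, 37 C for 6 hr; endpoint ThT signal.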
L3MBTL1 inh = blocks human L3MBTL1 | Potency, µM (doses to about 57.1 µM), for inactives: top-dose activity, negative = inhibition, usual class: inhibitors | AlphaScreen L3MBTL1–H3K9me1 peptide binding | AID 485360 | 230,000 tested, 0.66% active; also: % is scaled to controls: 0 for no effect and ±100 for the full control effect; nearly all actives have a fitted effect of over 60% in size
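L3MBTL1 50 nM + b-AHA-H3(1-15)K9me1 75 nM, 30 min RT; compound added, 30 min RT; streptavidin donor/Ni-chelate acceptor beads 10 ug/mL each final, 30 min RT dark; AlphaScreen read.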
Tau fibril FP = tau fibrillization inhibition (FP); 280,000 tested, 0.39% active; AID 1468; Potency, µM (series often up to 57.7 µM), without a hit: top-dose activity, negative = inhibition, hits mostly inhibitors; P10636; K18 P301L tau heparin fibrillization, Alexa594 FP, 6 h; also: % is scaled to controls: 0 for no effect and ±100 for the full control effect; nearly all actives have a fitted effect of over 55% in size
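Read-out: fluorescence polarization of Alexa 594-labeled tau (0.24 uM), 555 nm excitation, 632 nm emission. Mixtures held 15 uM unlabeled K18 P301L, compound and 20 uM heparin, pH 7 acetate buffer, incubated 6 hr at 37 C.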
Tau fluor cs = counter-screen for tau fibril formation inhibitors. tau K18 P301L Alexa594 fluorescence, heparin fibrillization. Potency, µM (top dose mostly 57.7 µM), for the others: at the highest dose activity change, negative = decrease. 280,000 tested, 0.93% active; also: % is scaled to controls: 0 for no effect and ±100 for the full control effect; nearly all actives have a fitted effect of over 55% in size
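Human tau K18 P301L (15 uM unlabeled, 0.24 uM Alexa 594-labeled) in 100 mM sodium acetate pH 7 with 20 uM heparin, 6 hr at 37 C. ThT 30 uM added, 1 hr ambient; Alexa 594 FP and total fluorescence read at 555/632 nm.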
TRb-SRC2 inh = TRbeta-SRC2 interaction inhibition | Potency, µM (top dose mostly 106 µM), inactives show at the highest dose activity change, negative = inhibition, hits mostly inhibitors | 280,000 tested, 0.065% active | P10828 | TRbeta-SRC2 peptide binding, fluorescence polarization; receptor liganded with 1 µM T3;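 also: plate controls were bound peptide for no effect and peptide without receptor for full effect; nearly all actives have a fitted effect of over 50% in size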
Target sequence (P10828 whole entry, looked up): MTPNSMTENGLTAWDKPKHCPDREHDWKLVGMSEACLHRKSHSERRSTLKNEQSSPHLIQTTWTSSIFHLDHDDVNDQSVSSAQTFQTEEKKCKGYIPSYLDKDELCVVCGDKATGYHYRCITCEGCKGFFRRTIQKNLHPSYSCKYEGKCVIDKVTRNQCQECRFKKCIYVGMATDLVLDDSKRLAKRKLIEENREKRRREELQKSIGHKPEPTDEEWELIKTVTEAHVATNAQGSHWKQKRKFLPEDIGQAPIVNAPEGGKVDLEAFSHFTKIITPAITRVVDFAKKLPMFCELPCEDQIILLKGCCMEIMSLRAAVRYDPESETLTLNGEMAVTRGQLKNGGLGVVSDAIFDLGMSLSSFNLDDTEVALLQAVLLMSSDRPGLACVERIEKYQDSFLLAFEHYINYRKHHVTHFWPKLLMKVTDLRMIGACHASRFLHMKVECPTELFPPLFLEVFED
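Each compound concentration gave % activity, normalized to unbound and bound Texas Red SRC2 controls, from polarization read after 5 hr ambient incubation with T3-loaded human TRb LBD.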
HTT cytoprotect = cytoprotection in Huntington HTT-Q103 PC12 cell model; Potency, µM (top dose mostly 56.4 µM), without a hit: cytoprotection (ATP increase), most hits filed as activators; PC12 HTT-Q103 induced, cytoprotection, ATP luminescence, 40 h; 230,000 tested, 0.14% active;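 also: % of control where 0% means no effect; nearly all actives have a fitted effect of over 45% in size; toxic huntingtin expression switched on by the ecdysone agonist tebufenozide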
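PC12 cells with ecdysone-inducible HTT exon 1 Q103-GFP, induced with 100 nM tebufenozide and co-treated with library compounds in a dose series (1536-well, 1500 cells/well). Cytoprotection read as ATP content by ATPlite luminescence.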
TexasRed fluor = alters Texas Red total fluorescence, flagging assay interference; TRb/SRC2 Texas Red total fluorescence interference; Potency, µM (series often up to 106 µM), without a hit: at the top dose fluorescence change, negative = quenching; 280,000 tested, 0.29% active; active = well fitted curve in either direction with a large enough effect; inconclusive = small, poorly fitted or top-dose-only effect; also: % is scaled to controls: 0 for no effect and ±100 for the full control effect
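Human TRb ligand-binding domain at 0.6 uM with 20 nM Texas Red SRC2 peptide in Tris buffer containing 1 uM T3 and 5% DMSO, incubated with compound 5 h at ambient temperature. Total fluorescence (555/632 nm) calculated as parallel + 2 × perpendicular.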
Numbers without * were called inactive; i = inactive; ? = inconclusive; / = no result given; & = joins results of further samples; [ ] = dose if it differs, or a comment. Unless noted, calls follow the shape of the dose curve; as a rule, active = well fitted curve in the direction sought with a large enough effect; inconclusive = small, poorly fitted or top-dose-only effect, or another doubt; inactive = no such curve, though single readings can be large; an effect the other way counts as inactive or inconclusive. Potency is read from the fitted curve at half-maximal effect. Not all compounds are listed; rates above refer to the full screens.

(1) N#C/C(=C\N1CCCCC1)S(=O)(=O)c1ccc(Cl)cc1
(2) CCOC(=O)N1CCC(Nc2nc3ccccc3n3nnnc23)CC1
(3) CCN(C(=O)CN1CCCCC1)C1(C)C(=O)c2ccccc2C1=O
(4) O=C(CSc1nc2ccccc2[nH]1)Nc1ccccc1N1CCOCC1
(5) O=C(NC(=S)Nc1ncccn1)c1ccc(Cl)cc1Cl
(6) Cc1ccc(NS(=O)(=O)c2ccc(NC(=O)c3cccs3)cc2)c(C)c1
assay / entry,1,2,3,4,5,6
L3MBTL1 inh,11%,-2%,17%,0%,/,-8%
Tau fibril FP,2%,9%,2%,8%,3%,?
RECQ1 inh,-6%,0%,i,-10%,-7%,-15%
Tau fluor cs,-6%,-22%,-7%,-10%,-1%,?
TRb-SRC2 inh,-3%,10%,-6%,0%,4%,4%
TexasRed fluor,-6%,4%,-11%,-1%,-2%,0%
Tau fibril ThT,-2%,?,-4%,-4%,-6%,8%
HTT cytoprotect,-14%[10 µM],-7%,15%[10 µM],10%,-16%,39%[10 µM]

(7) COc1cc(/C=N/NC(=S)Nc2cccnc2)cc(OC)c1O
(8) C=CCc1cccc(C2Nc3ccccc3C(=O)N2O)c1O (configuration not stated)
(9) C=CCn1nc(-c2ccccc2)c2c(C)onc2c1=O
(10) COC(=O)c1cc(OC)c(OC)cc1NC(=O)c1cnccn1
(11) CC(C)CC(NC(=O)OC(C)(C)C)C(=O)NCc1ccccc1 (configuration not stated)
(12) CC(C)(C)C1(O)CC(C(F)(F)F)=NN1C(=O)Cc1ccc([N+](=O)[O-])cc1 (configuration not stated)
assay / entry,7,8,9,10,11,12
L3MBTL1 inh,10%,-3%,-8%,-19%[11.4 µM],-7%,/
Tau fibril FP,2%,7%,?,-1%,1%,-1%
RECQ1 inh,-11%,-14%,i,-4%,-2%,-9%
Tau fluor cs,-14%,-11%,7%,1%,-5%,-19%
TRb-SRC2 inh,0%,1%,4%,-14%,-7%,-3%
TexasRed fluor,-5%,-1%,-1%,-1%,2%,0%
Tau fibril ThT,?,-14%,3%,-5%,-12%,-6%
HTT cytoprotect,-29%,-59%[inhibitor][10 µM],8%,-8%,-18%,10%

(13) O=C(NCCN1CCOCC1)c1cccs1
(14) O=C(O)c1ccccc1N/N=C/c1c(Sc2nnnn2-c2ccccc2)nc2ccccn2c1=O
(15) CC(=O)c1cc(C(=O)N2CCCC(CCC(=O)N(C)CCc3ccccn3)C2)cs1 (configuration not stated)
(16) O=C(Nc1ccc(Cl)c([N+](=O)[O-])c1)c1ccc2c(c1)OCCO2
(17) Cc1cc(=O)n2nc(-c3ccc(C(F)(F)F)cc3)sc2n1
(18) O=C(NCCc1ccccn1)C(F)(F)C(F)(F)C(F)(F)C(F)(F)C(F)(F)C(F)F
assay / entry,13,14,15,16,17,18
L3MBTL1 inh,2%,-4%,5%,/,/,31%[activator]
Tau fibril FP,6%,-8%,-7%,?,-7%,-6%
RECQ1 inh,-1%,?,i,i,i,-14%
Tau fluor cs,2%,?,-5%,?,-10%,-19%
TRb-SRC2 inh,6%,1%,0%,-4%,-9%,-5%
TexasRed fluor,0%,-3%,0%,-15%,1%,-4%
Tau fibril ThT,1%,7.9µM*,-10%,?,?,-9%
HTT cytoprotect,-1%,-3%[10 µM],-17%,-59%[inhibitor],-1%,20%[10 µM]

(19) Cc1ccc(CNC(=O)CCC2CCCN(Cc3cccc4cccnc34)C2)o1 (configuration not stated)
(20) O=C(Nc1ccc(OCc2ccccc2)cc1)c1ccccc1
(21) CNC(=O)NC(=S)NC(=O)c1ccccc1Cl
(22) Cc1n[nH]c(C)c1CCC(=O)N/N=C/C=C/c1ccccc1
(23) OC(COc1ccc2cc(Br)ccc2c1)CN1CCN(c2ccccn2)CC1 (configuration not stated)
(24) COc1cccc(-c2nc(CS(=O)(=O)CC(=O)Nc3cc(C)ccc3C)c(C)o2)c1
assay / entry,19,20,21,22,23,24
L3MBTL1 inh,-4%,5%,30%,2%,-7%,15%
Tau fibril FP,-8%,4%,-2%,0%,-8%,6%
RECQ1 inh,-9%,-8%,i,-2%,-4%,0%
Tau fluor cs,-4%,1%,2%,-4%,-11%,-10%
TRb-SRC2 inh,-4%,-1%,2%,3%,-17%,-2%
TexasRed fluor,-1%,-3%,-2%,10%,4%,-2%
Tau fibril ThT,?,-3%,-8%,-11%,-7%,?
HTT cytoprotect,-7%,-25%,-19%[10 µM],2%[10 µM],35%,-6%

Another view of part of the listing above:
cpd	Compound	L3MBTL1 inh	Tau fibril FP	RECQ1 inh	Tau fluor cs	TRb-SRC2 inh	TexasRed fluor	Tau fibril ThT	HTT cytoprotect
12	CC(C)(C)C1(O)CC(C(F)(F)F)=NN1C(=O)Cc1ccc([N+](=O)[O-])cc1 (configuration not stated)	/	-1%	-9%	-19%	-3%	0%	-6%	10%
13	O=C(NCCN1CCOCC1)c1cccs1	2%	6%	-1%	2%	6%	0%	1%	-1%
14	O=C(O)c1ccccc1N/N=C/c1c(Sc2nnnn2-c2ccccc2)nc2ccccn2c1=O	-4%	-8%	?	?	1%	-3%	7.9µM*	-3%[10 µM]
15	CC(=O)c1cc(C(=O)N2CCCC(CCC(=O)N(C)CCc3ccccn3)C2)cs1 (configuration not stated)	5%	-7%	i	-5%	0%	0%	-10%	-17%
16	O=C(Nc1ccc(Cl)c([N+](=O)[O-])c1)c1ccc2c(c1)OCCO2	/	?	i	?	-4%	-15%	?	-59%[inhibitor]
17	Cc1cc(=O)n2nc(-c3ccc(C(F)(F)F)cc3)sc2n1	/	-7%	i	-10%	-9%	1%	?	-1%
18	O=C(NCCc1ccccn1)C(F)(F)C(F)(F)C(F)(F)C(F)(F)C(F)(F)C(F)F	31%[activator]	-6%	-14%	-19%	-5%	-4%	-9%	20%[10 µM]
19	Cc1ccc(CNC(=O)CCC2CCCN(Cc3cccc4cccnc34)C2)o1 (configuration not stated)	-4%	-8%	-9%	-4%	-4%	-1%	?	-7%
20	O=C(Nc1ccc(OCc2ccccc2)cc1)c1ccccc1	5%	4%	-8%	1%	-1%	-3%	-3%	-25%
21	CNC(=O)NC(=S)NC(=O)c1ccccc1Cl	30%	-2%	i	2%	2%	-2%	-8%	-19%[10 µM]

Following part:
(25) Cc1ccc(-n2ncc3c(=O)[nH]c(SCC(=O)N4CCCC4)nc32)cc1C
(26) Clc1cccc(-n2ncc3c(NCCCN4CCOCC4)ncnc32)c1
(27) COc1ccc(-c2nc3ccccc3c(=O)n2CCCN2CCOCC2)cc1
(28) COc1ccc(C(C(=O)NCC2CCCO2)N(C(=O)CNC(=O)c2cccs2)c2ccc(C)cc2)cc1OC (configuration not stated)
(29) CCN1C(=O)CSc2ccc(C(=O)NCc3ccccc3OC)cc21
(30) CCOC(=O)c1nc2sc3c(c2c(=O)[nH]1)CCCC3
assay / entry,25,26,27,28,29,30
L3MBTL1 inh,-7%,/,-7%,10%,6%,-4%&7%
Tau fibril FP,-3%,-6%,-8%,5%,1%,4%&5%
RECQ1 inh,-16%,/,-15%,i,i,-6%
Tau fluor cs,-5%,-8%,-2%,-5%,-5%,1%&-7%
TRb-SRC2 inh,3%,-1%,-3%,-1%,-3%,-2%&6%
TexasRed fluor,-3%,-2%,0%,-6%,-4%,6%&3%
Tau fibril ThT,-2%,-6%,-7%,1%,2%,-10%&-8%
HTT cytoprotect,-14%,/,13%,18%[10 µM],5%,2%

(31) Nc1nc(Nc2ccccc2)nc(N2CCOCC2)c1[N+](=O)[O-]
(32) CC(C)Sc1nc(-c2cccs2)nc2c1c(=O)n(C)c(=O)n2C
(33) CCOC(=O)c1csc(NC(=O)c2ccc(C#N)cc2)n1
(34) CS(=O)(=O)N1CCC(C(=O)Nc2ccccc2Sc2ccccc2)CC1
(35) CCOC(=O)c1ccccc1NC(=O)n1ncc2cc(Cl)ccc21
(36) COc1ccc(NC(=O)CSc2ccc3c4c(cccc24)C(=O)c2ccccc2-3)cc1
assay / entry,31,32,33,34,35,36
L3MBTL1 inh,-9%,8%,/,1%,/,8%
Tau fibril FP,3%,-4%,3%,0%,-2%,-4%
RECQ1 inh,4%,-9%,-1%,-2%,/,-5%
Tau fluor cs,-24%,-3%,-2%,-8%,-10%,?
TRb-SRC2 inh,6%,-2%,0%,-23%,-3%,-1%
TexasRed fluor,0%,-3%,-7%,-3%,-2%,-3%
Tau fibril ThT,?,0%,-8%,10%,3%,?
HTT cytoprotect,19%[10 µM],-6%,-27%,27%[10 µM],/,-21%

(37) CCOC(=O)CS(=O)(=O)c1ccccc1
(38) CCCc1nc2ccccc2c(C(=O)OCc2nnc(-c3cc(OC)c(OC)c(OC)c3)o2)c1CC
(39) CCn1c(C)cc(C)c(C#N)c1=O
(40) CCCC(=O)Nc1c(C(=O)N2CCN(c3ccccc3)CC2)oc2ccccc12
(41) CCOC(=O)c1ccc2c(c1)N(C(CC)C(=O)Nc1ccccc1OC)C(=O)c1ccccc1S2 (configuration not stated)
(42) CCc1nnc(NC(=O)CSc2nnc(-c3ccoc3C)n2-c2cccc(C)c2)s1
(43) CCn1cc([N+](=O)[O-])c(C(=O)Nc2ccc3c(c2)OCCO3)n1
assay / entry,37,38,39,40,41,42,43
L3MBTL1 inh,4%,/,10%,/,/,-6%,10%
Tau fibril FP,-5%,-9%,3%,10%,-17%,-4%,10%
RECQ1 inh,0%,-14%,-1%,/,/,-8%,-11%
Tau fluor cs,-8%,-19%,7%,-3%,-13%,-2%,-15%
TRb-SRC2 inh,-9%,2%,2%,5%,2%,-3%,3%
TexasRed fluor,3%,-5%,-2%,-2%,0%,-3%,-2%
Tau fibril ThT,-10%,-22%,4%,-4%,-5%,-10%,-15%
HTT cytoprotect,-6%,-13%[10 µM],-22%,/,/,10%[10 µM],-64%[inhibitor]

High-throughput results deposited in PubChem by National Center for Advancing Translational Sciences (NCATS).
